Bioassay records as filed in PubChem BioAssay.
TCR CD3 inh: human TCR-CD3 binding inhibition. inhibition, % at 9.4 µM. 360,000 compounds, 0.37% hits. TAMRA-labeled TCR probe fluorescence, biochemical; in the data active means inhibition above about 19%;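 further: recombinant mutant TCR 2C K166C tagged with TAMRA read by polarization; 0% = receptor in buffer alone and 100% = receptor with positive control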
UHRF1 MBD2 ctr: UHRF1 methyl-DNA binding inhibition; 370,000 compounds, 0.75% hits; Q96T88; inhibition, % at 4.4 µM; UHRF1 binding to methylated oligo, TR-FRET; in the data active means inhibition above about 21%;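 further: UHRF1 SRA domain binding a hemimethylated CpG hairpin DNA probe; 0% = median of test compound wells and 100% = reference inhibitor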
PRMT1 FP inh: blocks human protein arginine methyltransferase 1. inhibition, % at 2.79 µM. 370,000 compounds, 1.3% hits. recombinant PRMT1, activity-based probe fluorescence polarization. Q99873;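 active means inhibition above about 21% made by adding two undisclosed values, limit read from the data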
MBD2 inh: MBD2-methylated oligo binding inhibition; Q9UBB5; TR-FRET, MBD2 binding to methylated oligonucleotide; inhibition, % at 4.4 µM; 370,000 compounds, 0.31% hits; AID 686964; in the data active means inhibition above about 13%
GC-A act: GC-A (human) enzyme activation | HEK293 GC-A cells, cGMP TR-FRET, EC30 ANP; 0% at EC30 ANP, 100% saturating ANP | activation, % at 10 µM | 370,000 compounds, 0.14% hits | AID 1671463; in the data active means activation above about 40%
rCAG RNA binder: binds r(CAG) RNA repeats; inhibition, % at 3 µM; r(CAG) RNA repeat, TO-PRO-1 dye displacement fluorescence; 370,000 compounds, 1.3% hits; AID 651821;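 active means inhibition above the plate cutoff, the mean of all test compounds on that plate plus 3 SD, cut at about 35% in these data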;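 further: 0% = DMSO alone and 100% = 100 µM mitoxantrone as full dye displacement; higher means more dye released from RNA so lower well fluorescence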
HTRA1 inhibitor: HTRA1 (human) protease inhibition | Q92743 | recombinant HTRA1, FP-rhodamine activity-based probe, fluorescence polarization | inhibition, % at 5.96 µM | 340,000 compounds, 0.5% hits; in the data active means inhibition above about 36%;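 further: 0% = enzyme with DMSO and 100% = wells lacking enzyme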
Target sequence (Q92743 whole entry, looked up): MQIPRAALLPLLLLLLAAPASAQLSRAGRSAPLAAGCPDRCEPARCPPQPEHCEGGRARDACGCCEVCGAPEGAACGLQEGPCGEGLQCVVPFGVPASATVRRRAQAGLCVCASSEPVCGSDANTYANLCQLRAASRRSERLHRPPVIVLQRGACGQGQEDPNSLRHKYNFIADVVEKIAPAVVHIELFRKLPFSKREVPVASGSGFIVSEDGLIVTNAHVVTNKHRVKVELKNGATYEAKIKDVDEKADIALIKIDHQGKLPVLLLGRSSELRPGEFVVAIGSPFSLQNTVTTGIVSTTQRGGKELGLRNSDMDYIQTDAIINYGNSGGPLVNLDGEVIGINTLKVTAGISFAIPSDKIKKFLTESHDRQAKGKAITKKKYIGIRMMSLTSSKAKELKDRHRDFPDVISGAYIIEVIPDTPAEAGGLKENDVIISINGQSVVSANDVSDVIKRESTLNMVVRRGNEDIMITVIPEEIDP
SIAE inh: inhibitors of human sialic acid acetylesterase SIAE | Q9HAT2 | SIAE FP-Rh probe binding, fluorescence polarization | inhibition, % at 9.66 µM | 370,000 compounds, 0.69% hits;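 active means inhibition above a cutoff: mean of compounds within the control limits plus 3 SD of those, cut at about 17% in these data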;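 further: 0% = plate median of compound wells and 100% = probe without SIAE protein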
GC-B act: GC-B (human) receptor activation; P20594; activation, % at 10 µM; HEK293-GC-B cells, CNP EC30, cGMP TR-FRET; 0% at EC30 CNP, 100% saturating CNP; 370,000 compounds, 0.11% hits;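 active means activation at 10 µM reaching about 35% in either raw or pattern-adjusted values, limit read from the data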
mABHD4 FP: inhibitors of mouse ABHD4; Q8VD66; inhibition, % at 8.92 µM; 370,000 compounds, 0.54% hits; purified mABHD4, FP-Rh probe fluorescence polarization;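 active means inhibition exceeding the mean over every tested compound plus 3 SD, cut at about 30% in these data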;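 further: 0% = plate median of compound wells and 100% = S159A mutant with DMSO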
Target sequence (Q8VD66 whole entry, looked up): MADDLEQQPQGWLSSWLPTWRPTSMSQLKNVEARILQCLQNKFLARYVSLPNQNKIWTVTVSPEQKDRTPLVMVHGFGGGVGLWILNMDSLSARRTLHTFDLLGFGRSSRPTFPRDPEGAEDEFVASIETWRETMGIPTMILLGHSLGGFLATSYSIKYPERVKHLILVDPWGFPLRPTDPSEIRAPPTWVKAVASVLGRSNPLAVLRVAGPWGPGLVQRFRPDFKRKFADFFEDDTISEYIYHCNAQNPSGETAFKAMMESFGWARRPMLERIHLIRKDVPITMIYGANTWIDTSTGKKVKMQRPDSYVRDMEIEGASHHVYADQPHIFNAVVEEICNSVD
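Test system: mouse ABHD4 enzyme, wild type. Reagent: FP-Rh fluorescent activity-based probe, added after compound pre-incubation. Timing: pre-incubation 45 min, probe exposure 60 min, at 25 °C. Technique: FP readout, ex 525 nm / em 598 nm. Benchmarks: high control S159A mutant with DMSO, low control median of compound wells.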
* = called active by the depositor; · = not tested or not shown. This is a subset; count on the stated rates, not on these rows.

SMILES	TCR CD3 inh	UHRF1 MBD2 ctr	PRMT1 FP inh	MBD2 inh	GC-A act	rCAG RNA binder	HTRA1 inhibitor	SIAE inh	GC-B act	mABHD4 FP
COc1ccc(NC(=O)C2CCN(S(C)(=O)=O)CC2)cc1OC	-1	-2	-1	-3	-1	-3	1	-1	4	0
CC(C)c1ccc(C(=O)NNC(=O)c2ccncc2)cc1	-6	2	0	6	5	0	10	-2	-7	-2
CCOC(=O)c1c(Nc2ccc(OC)cc2)n[nH]c1C	-5	2	11	2	8	2	·	4	2	10
COC1CCCN(C(=O)c2ccc3oc(Cc4ccc(Cl)cc4)nc3c2)C1 (stereo not given)	-2	-2	3	1	0	-9	-5	-1	1	-4
NC(=O)CSc1nnc2ccc(-c3ccc(F)cc3)nn12	5	-1	-4	0	3	-1	-23	3	0	1
Cn1c(=O)c2cc(S(=O)(=O)N3CCOCC3)ccc2n(C)c1=O	-1	14	0	7	-3	1	5	8	2	2
CC(NC(=O)CN(C)S(=O)(=O)c1cnc[nH]1)c1ccccc1 (stereo not given)	6	2	-6	0	2	-3	4	0	1	2
COc1ccc(NC(=O)OCCn2c([N+](=O)[O-])cnc2C)cc1	-8	4	4	8	-3	-4	-5	1	7	-9
COc1ccc(Cn2c(=S)[nH]c3cc(OC)c(OC)cc3c2=O)cc1	4	1	-1	0	6	-1	-4	-1	-1	1
CCCCn1c(N)c(N(CCOC)C(=O)c2ccc3c(c2)C(=O)N(c2ccccc2Cl)C3=O)c(=O)[nH]c1=O	-10	2	-5	0	-4	4	0	-1	4	-2
O=[N+]([O-])c1cccc(/C=N\N2CCN(c3ccc(Cl)cc3)CC2)c1	-10	5	-3	4	2	0	-2	-1	3	-3
CC(c1ccon1)N(C)C(=O)c1ccc2nc(Cc3cccc(Cl)c3)oc2c1 (stereo not given)	4	0	-1	5	5	-7	-8	5	6	-7
C=CCNc1nc(C(=O)OCC(=O)NCc2ccccc2OC)cs1	-2	0	2	-1	0	5	0	5	5	4
C/C=C/C=C/C(=O)c1cc(C)c(OC(=O)CNC(=O)OC(C)(C)C)c(C)c1O	2	-1	8	-6	11	10	·	-6	4	1
COCCN1C(=O)c2oc3c(C)cc(C)cc3c(=O)c2C1c1cccc(O)c1 (stereo not given)	8	-3	-1	-2	-5	-1	0	-2	5	-4
COc1ccccc1CC(=O)NCCc1ccccc1	0	0	5	1	0	-4	0	-6	2	1
C=CC[C@@H](CC(=O)N[C@H](CO)Cc1ccccc1)C(=O)N[C@H](COC(=O)[C@@H](CC=C)Cc1ccc(F)cc1)Cc1ccccc1	9	0	-1	-11	-2	-1	-18	0	-9	-2
OC(COc1ccccc1Cl)CN1CCN(CC(O)COc2ccccc2Cl)CC1 (stereo not given)	1	-5	0	3	3	-10	-5	-5	-6	4
Cc1ccc(OCCNC(=O)c2cc(=O)[nH]c3ccccc23)cc1	1	5	7	10	9	3	0	-4	-1	-8
CC(C)N(CCCNC(=O)C1CCN(S(=O)(=O)N2CCOCC2)CC1)Cc1ccccc1	-2	1	-5	-4	1	-5	6	6	2	-3
Cc1nc(N2CCOCC2)c2c(C)c(C(=O)Nc3ccccc3Cl)sc2n1	1	1	-4	2	-1	-2	-5	-6	3	-3
CC1(C)Cc2nc3nc(SCC(=O)NCCc4ccccc4)n(-c4ccccc4)c(=O)c3cc2CO1	2	1	-1	0	-2	-6	0	2	-2	0
COc1ccc(CN2CCNC(=O)C2CC(=O)N(C)C2CCOCC2)cc1OC (stereo not given)	0	-3	-5	2	5	0	-3	0	-2	1
O=C(CSc1nccn1-c1ccccc1)N1CCc2ccccc21	8	0	-1	-3	-8	-6	-3	-2	-9	3

3 structures out of the list, ordered by length of the SMILES, lowest first.
SMILES	TCR CD3 inh	UHRF1 MBD2 ctr	PRMT1 FP inh	MBD2 inh	GC-A act	rCAG RNA binder	HTRA1 inhibitor	SIAE inh	GC-B act	mABHD4 FP
Cc1ccc(OCCNC(=O)c2cc(=O)[nH]c3ccccc23)cc1	1	5	7	10	9	3	0	-4	-1	-8
CC(C)N(CCCNC(=O)C1CCN(S(=O)(=O)N2CCOCC2)CC1)Cc1ccccc1	-2	1	-5	-4	1	-5	6	6	2	-3
C=CC[C@@H](CC(=O)N[C@H](CO)Cc1ccccc1)C(=O)N[C@H](COC(=O)[C@@H](CC=C)Cc1ccc(F)cc1)Cc1ccccc1	9	0	-1	-11	-2	-1	-18	0	-9	-2

New compounds follow:
SMILES	TCR CD3 inh	UHRF1 MBD2 ctr	PRMT1 FP inh	MBD2 inh	GC-A act	rCAG RNA binder	HTRA1 inhibitor	SIAE inh	GC-B act	mABHD4 FP
COc1ccc(C(=O)Nc2nc3ccc4nc(C)sc4c3s2)cc1	-4	-1	-1	0	-3	6	-11	-33	-4	-2
CCOc1ccc(S(=O)(=O)N2CCOCC2)cc1NC(=O)CN1C(=O)NC(CC)(c2ccccc2)C1=O (stereo not given)	4	-1	-2	-6	3	2	-3	1	3	1
COC(=O)Cc1c(C)c2ccc(OCC(=O)N3CCC(C)CC3)c(C)c2oc1=O	10	0	1	-1	2	-11	-1	-4	1	3
O=C(NCCc1ccccc1)c1c[nH]c2ccccc2c1=O	-7	5	6	-2	0	2	-7	-3	0	-9
CCC1(c2ccc(F)cc2)NC(=O)N(CC(=O)Nc2cc(C)on2)C1=O (stereo not given)	-2	-1	2	0	2	1	8	1	5	-2
CCOc1cc(N2CCOCC2)c(OCC)cc1NC(=O)COC(=O)[C@H](Cc1c[nH]c2ccccc12)NC(C)=O	1	2	2	2	11	2	-3	3	12	3
CCOC(=O)CCc1c(C)c2ccc(OCc3nn[nH]n3)c(C)c2oc1=O	1	-3	-1	-2	2	20	8	6	2	-1
O=C(CNC(=O)c1ccc(Br)o1)NCc1ccccc1Cl	-4	2	1	0	0	-3	4	3	-4	-1
O=C(Nc1cccc(C(F)(F)F)c1)OCCCN1CCC2(CCC(c3ccccc3)CC2)C1=O (stereo not given)	·	4	-6	0	-1	1	·	1	3	-10
COc1ccc(OC)c(Cc2nnc(CCC(=O)NCc3nc4ccccc4s3)o2)c1	6	-2	-9	-4	1	-3	-1	5	-3	1
Cc1ccc(-c2nc(NCc3ccc(F)cc3)n(S(C)(=O)=O)n2)cc1	-1	0	2	-4	-3	-2	-17	3	1	-7
CCOC(=O)c1cccc(NC(=O)c2c(NCc3ccccc3)[nH]c(=O)[nH]c2=O)c1	2	-3	-2	2	-4	13	-1	-8	-2	-15

The final 4 records of the part before lead into the next:
SMILES	TCR CD3 inh	UHRF1 MBD2 ctr	PRMT1 FP inh	MBD2 inh	GC-A act	rCAG RNA binder	HTRA1 inhibitor	SIAE inh	GC-B act	mABHD4 FP
O=C(Nc1cccc(C(F)(F)F)c1)OCCCN1CCC2(CCC(c3ccccc3)CC2)C1=O (stereo not given)	·	4	-6	0	-1	1	·	1	3	-10
COc1ccc(OC)c(Cc2nnc(CCC(=O)NCc3nc4ccccc4s3)o2)c1	6	-2	-9	-4	1	-3	-1	5	-3	1
Cc1ccc(-c2nc(NCc3ccc(F)cc3)n(S(C)(=O)=O)n2)cc1	-1	0	2	-4	-3	-2	-17	3	1	-7
CCOC(=O)c1cccc(NC(=O)c2c(NCc3ccccc3)[nH]c(=O)[nH]c2=O)c1	2	-3	-2	2	-4	13	-1	-8	-2	-15
C[C@@H]1CN([C@@H](C)CO)C(=O)CCCn2nncc2CO[C@@H]1CN(C)S(=O)(=O)c1cccs1	0	-2	-1	2	0	-1	4	3	-3	7
CC1(C)CC(NC(=O)CC(c2ccccc2)c2ccccc2)CC(C)(C)N1	0	-1	-1	-3	-17	1	2	-1	-17	8
c1ccc2nc(N3CCOCC3)c(N3CCCC3)nc2c1	1	0	0	2	9	1	6	-3	8	-1
O=C(/C=C/c1ccccc1)NCCS(=O)(=O)N1CCN(c2ccccc2F)CC1	-2	6	-4	-6	-7	3	-12	0	0	-4
CCOCc1c(C(=O)NCc2ccccc2CN2CCCC2)oc2ccccc12	3	2	-3	-3	-1	3	-12	1	-8	-5
Cc1cc(S(=O)(=O)N2CCC3(CC2)OCCN3S(=O)(=O)c2cccs2)ccc1F	-2	6	-1	-4	-4	4	-12	1	-3	-20
CC(=O)c1ccc(OCC(=O)NCC2(N3CCCCC3)CCCCC2)cc1	-2	0	0	1	1	-1	-3	2	1	5
COc1ccc(-c2nnc(SCC(=O)N3CCOCC3)o2)cc1	3	-1	1	-2	4	0	2	2	-2	-5
COc1cccc(CNC(=O)CCC2CCCN(C(=O)c3ccc(C)nc3)C2)c1 (stereo not given)	0	4	1	4	1	-5	-5	7	5	-1
CN(C)c1cc[n+](CC(=O)Nc2cccc([N+](=O)[O-])c2)cc1	1	2	5	6	5	4	-1	-1	-1	-5
O=C(COC(=O)C1CCN(c2ccc(C(F)(F)F)cn2)CC1)Nc1cc(F)ccc1F	-10	2	-1	1	-4	-8	-19	-10	-1	-8
COCCNC(=O)c1ccc(NC(=O)C2(c3ccccc3)CCCC2)cc1	1	0	1	-1	-1	-8	-6	-4	-3	-1
Cc1ccc(C(=O)/C=C/c2ccc(-c3ccccc3[N+](=O)[O-])o2)cc1	-8	0	34*	0	-1	21	13	-2	4	36*
CN1CCN(CC(O)COC(c2ccc(Cl)cc2)c2ccc(Cl)cc2)CC1 (stereo not given)	0	-2	11	4	-47	-8	3	2	-13	2
NC(=O)c1ccsc1NC(=O)COC(=O)COc1ccc(C=O)cc1	-3	0	8	2	0	5	-3	2	0	7
CC(C)(C)c1ccc(OCC(=O)N/N=C/c2cc(Br)ccc2OC(=O)c2ccco2)cc1	-1	-3	-2	-1	2	3	7	3	-5	1
Cc1ccc(NC(=O)c2ccc3[nH]c(=O)c(=O)[nH]c3c2)nc1	2	-5	-3	1	0	9	1	0	-3	2
O=C(c1ccccc1)c1c[nH]c(C(=O)C(Cl)(Cl)Cl)c1	0	2	-4	-3	-3	0	-6	-2	-2	-2
COc1ccc(C)cc1-n1nnnc1SCn1nnc2ccccc2c1=O	-1	12	6	2	-5	-2	8	-3	-5	2

Structures listed so far that bear a hit mark in mABHD4 FP.
| compound | TCR CD3 inh | UHRF1 MBD2 ctr | PRMT1 FP inh | MBD2 inh | GC-A act | HTRA1 inhibitor | SIAE inh | GC-B act | mABHD4 FP |
| --- | --- | --- | --- | --- | --- | --- | --- | --- | --- |
| Cc1ccc(C(=O)/C=C/c2ccc(-c3ccccc3[N+](=O)[O-])o2)cc1 | -8 | 0 | 34* | 0 | -1 | 13 | -2 | 4 | 36* |
